# MITF primary = human MITF inhibition, primary screen; AlphaScreen MITF homodimerization, bead proximity signal; 0.91% of 650,000 active; O75030; inhibition, % at 2.6 µM; in the data active = inhibition above about 50%;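 also: 0% = vehicle wells with protein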
# Target sequence (O75030 whole entry, looked up): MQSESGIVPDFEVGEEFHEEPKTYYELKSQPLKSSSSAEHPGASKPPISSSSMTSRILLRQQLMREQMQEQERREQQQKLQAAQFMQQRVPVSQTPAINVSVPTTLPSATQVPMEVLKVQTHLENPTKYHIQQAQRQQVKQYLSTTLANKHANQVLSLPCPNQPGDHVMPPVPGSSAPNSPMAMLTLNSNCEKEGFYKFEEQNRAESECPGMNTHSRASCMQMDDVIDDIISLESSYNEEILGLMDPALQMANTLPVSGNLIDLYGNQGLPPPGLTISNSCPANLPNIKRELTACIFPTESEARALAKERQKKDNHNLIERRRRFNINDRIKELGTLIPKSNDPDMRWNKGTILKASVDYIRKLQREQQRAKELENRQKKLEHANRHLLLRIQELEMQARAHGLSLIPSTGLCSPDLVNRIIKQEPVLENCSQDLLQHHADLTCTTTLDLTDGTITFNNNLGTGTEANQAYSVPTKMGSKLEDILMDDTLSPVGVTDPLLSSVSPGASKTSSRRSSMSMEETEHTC
# TEAD-YAP inh = TEAD-YAP interaction inhibition; HEK-TIYL cells, TEAD-Gal4/YAP UAS-luciferase luminescence; inhibition, % at 9.12 µM; 1.4% of 640,000 active; AID 1259422; in the data active = inhibition above about 32%;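 also: 0% = median of test compound wells and 100% = reference inhibitor wells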
# GPR151 activ = human GPR151 activation | Q8TDV0 | PathHunter beta-arrestin GPR151 cells, luminescence | activation, % at 11.2 µM | 1% of 650,000 active | AID 1508602; in the data active = activation above about 4.9%;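 also: 0% = median of compound wells and 100% = cells with positive control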
# Target sequence (Q8TDV0 whole entry, looked up): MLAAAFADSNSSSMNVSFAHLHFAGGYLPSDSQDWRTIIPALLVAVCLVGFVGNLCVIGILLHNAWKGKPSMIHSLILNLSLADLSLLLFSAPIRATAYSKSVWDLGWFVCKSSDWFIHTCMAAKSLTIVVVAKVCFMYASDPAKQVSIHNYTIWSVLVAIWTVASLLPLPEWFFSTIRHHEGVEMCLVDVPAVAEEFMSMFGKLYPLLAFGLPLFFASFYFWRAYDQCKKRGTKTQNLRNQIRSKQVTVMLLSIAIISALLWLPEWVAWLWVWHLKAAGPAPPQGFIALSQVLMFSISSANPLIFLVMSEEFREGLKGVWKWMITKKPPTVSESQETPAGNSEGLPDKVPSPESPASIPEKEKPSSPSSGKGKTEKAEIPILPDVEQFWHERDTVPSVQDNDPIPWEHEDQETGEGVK
# FBW7 act = human FBW7 E3 ligase activation, primary screen; AlphaScreen FBW7–phospho-cyclin E peptide binding, activator screen; 0.13% of 650,000 active; normalized activity (activation), % at 26.1 µM; Q969H0; in the data active = normalized activity above about 1.9%;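 also: purified mutant Fbw7 with reduced substrate affinity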
# * hit, by the source's call.
# The first 6 compounds (preview)
# Key to letters – A = MITF primary; B = TEAD-YAP inh; C = GPR151 activ; D = FBW7 act
SMILES: COc1ccc(CN2CCc3nnc(CNC(=O)C4CCCN(C)C4)n3CC2)cc1 (stereo not given)
  A: -6	B: 1	C: 0.0	D: -0.1

SMILES: NCCNc1ccc(C(F)(F)F)cc1[N+](=O)[O-]
  A: 5	B: 3	C: -0.1	D: -0.1

SMILES: CC(=O)N1C(C(=O)O)CSC1c1ccc(Cl)cc1 (stereo not given)
  A: -4	B: -7	C: 1.2	D: 0.1

SMILES: COc1cc2nc(NNC(N)=S)nc(NNC(N)=S)c2cc1OC
  A: -40	B: 3	C: 0.6	D: -0.1

SMILES: CCCCn1c(CNC(=O)c2ccco2)nnc1SCC(=O)Nc1sc(C(=O)OCC)c(C)c1C(=O)OCC
  A: 9	B: 5	C: -1.0	D: 0.7

SMILES: COc1ccc(OC)c(C2Nc3ccc(C(=O)O)cc3C3C=CCC32)c1 (stereo not given)
  A: 29	B: 3	C: -1.4	D: -1.7

# The whole of this part, from the first entry:
# Key to letters – A = MITF primary; B = TEAD-YAP inh; C = GPR151 activ; D = FBW7 act
SMILES: COc1ccc(CN2CCc3nnc(CNC(=O)C4CCCN(C)C4)n3CC2)cc1 (stereo not given)
  A: -6	B: 1	C: 0.0	D: -0.1

SMILES: NCCNc1ccc(C(F)(F)F)cc1[N+](=O)[O-]
  A: 5	B: 3	C: -0.1	D: -0.1

SMILES: CC(=O)N1C(C(=O)O)CSC1c1ccc(Cl)cc1 (stereo not given)
  A: -4	B: -7	C: 1.2	D: 0.1

SMILES: COc1cc2nc(NNC(N)=S)nc(NNC(N)=S)c2cc1OC
  A: -40	B: 3	C: 0.6	D: -0.1

SMILES: CCCCn1c(CNC(=O)c2ccco2)nnc1SCC(=O)Nc1sc(C(=O)OCC)c(C)c1C(=O)OCC
  A: 9	B: 5	C: -1.0	D: 0.7

SMILES: COc1ccc(OC)c(C2Nc3ccc(C(=O)O)cc3C3C=CCC32)c1 (stereo not given)
  A: 29	B: 3	C: -1.4	D: -1.7

SMILES: c1ccc(NC2=Nc3ccccc3CC2)cc1
  A: -2	B: -10	C: -0.1	D: 0.0

SMILES: CCCN(CC1CCCO1)C(=O)CC1(c2ccccc2C)CC(=O)N(CCCOC)C1=O (stereo not given)
  A: 11	B: 1	C: 0.8	D: 0.1

SMILES: CC(C)COc1ccc(S(=O)(=O)N2CCOCC2)cc1
  A: 0	B: 5	C: -0.5	D: 0.1

SMILES: COc1cc(OC)cc(-n2nc(C(=O)NCc3ccc(F)cc3)c3ccccc3c2=O)c1
  A: 6	B: -2	C: 0.9	D: -0.1

SMILES: Cc1ccc(-c2c(C(=O)O)c3ccccc3[nH]c2=O)cc1
  A: -8	B: 7	C: -0.4	D: 0.0

SMILES: CC(C)CNC(=O)CNC(=O)COc1ccccc1
  A: 10	B: 3	C: -3.5	D: 0.1

SMILES: COc1cc(/C=N/NC(=O)c2ccc(CSc3nncn3C)cc2)cc(OC)c1O
  A: 16	B: 11	C: -0.6	D: 0.5

SMILES: COc1ccc(CCNC(=O)N2CCC(c3nnc(C4CC4)s3)CC2)cc1
  A: -4	B: 3	C: -1.2	D: 1.5

SMILES: O=C(O)C1CCCN1S(=O)(=O)c1cc(Cl)ccc1Cl (stereo not given)
  A: -10	B: -8	C: 1.4	D: 0.2

SMILES: O=c1c(O[C@@H]2OC([C@H](O)CO)[C@H](O)[C@H]2O)c(-c2ccc(O)c(O)c2)oc2cc(O)cc(O)c12 (stereo not given in full)
  A: 84*	B: -7	C: 0.8	D: 0.3

SMILES: CCOC(=O)c1c(N)sc2c1CCC(C(C)(C)C)C2 (stereo not given)
  A: 4	B: 4	C: -1.4	D: 0.1

SMILES: COC(=O)c1ccc(NC(=O)/C=C/c2ccccc2[N+](=O)[O-])cc1
  A: -10	B: -8	C: 4.3	D: 0.0

SMILES: COc1cc(/C=C/CN2CCN(Cc3ccc(C)o3)C(CCO)C2)ccc1O (stereo not given)
  A: 16	B: 11	C: -1.1	D: 0.2

SMILES: CCOC(=O)C1=NNC2C(=O)N(c3cc(C)ccc3C)C(=O)C12 (stereo not given)
  A: -13	B: -11	C: 1.6	D: 0.0

SMILES: O=C(Nn1c(C2CCC2)nc2ccccc2c1=O)c1ccc(F)c(F)c1
  A: 12	B: -3	C: -0.9	D: -0.2

SMILES: N#CC1=C(N)Oc2cc3ccccc3cc2C1c1cccs1 (stereo not given)
  A: 30	B: 44*	C: -1.2	D: 0.2

SMILES: CC1CC(=O)C2=C(C1)OC(N)=C(C#N)C2c1cccs1 (stereo not given)
  A: 0	B: 4	C: 0.4	D: -0.1

SMILES: O=C(Nc1ccccc1C(=O)NO)c1ccncc1
  A: -18	B: -1	C: -1.7	D: 0.0

SMILES: N#Cc1c(NC(=O)c2cc(Cl)cc(Cl)c2)sc2c1CCCC2
  A: 9	B: -9	C: -0.3	D: -0.1

SMILES: Cc1sc(NC(=O)CN(Cc2ccccc2)C(=O)c2ccco2)c(C(N)=O)c1C
  A: 10	B: -4	C: -0.1	D: -0.1

SMILES: C/C(=N\N=C1\NC(=O)C(CC(=O)Nc2cc(Cl)ccc2Cl)S1)C(C)C (stereo not given)
  A: 4	B: -2	C: 0.1	D: -0.1

SMILES: O=[N+]([O-])c1cccc(CN2CCC(N3CCCC3)CC2)c1
  A: 14	B: 2	C: 0.9	D: -0.1

SMILES: Cc1cc(N2CCC(C)CC2)nc2ccc(NC(=O)CCC(=O)N3CCC(C)CC3)cc12
  A: 0	B: -13	C: 0.5	D: 0.0

SMILES: Cc1nn(-c2ccccc2)c2c1CC(C#N)(c1ccccn1)C1CCCN21 (stereo not given)
  A: 7	B: 11	C: 0.3	D: -0.2

SMILES: Cc1nc2c(ccc3nc(NC(=O)CN4C(=O)CCC4=O)sc32)s1
  A: 3	B: 6	C: -0.8	D: -0.2

SMILES: O=C(COc1ccc2ccc(=O)oc2c1)Nc1nc(-c2ccccc2)cs1
  A: 13	B: -1	C: 1.1	D: -0.2

SMILES: Cc1ccc(C(=O)Nc2ccc(-c3nc4cc(C(C)C)ccc4o3)cc2)cc1
  A: 8	B: -3	C: 0.1	D: -0.1

SMILES: COC(=O)c1c(NC(=O)c2ccccc2C(=O)O)sc2c1CCC2
  A: -2	B: 6	C: 0.3	D: -0.1

SMILES: Cc1ccc(-c2ccccc2NC(=O)c2cnccn2)o1
  A: 1	B: -10	C: 0.9	D: -0.2

SMILES: C=CCOc1ccc(C(=O)N2CCN(c3ccccc3)CC2)cc1
  A: 7	B: -8	C: -0.8	D: 0.9

SMILES: O=C(CCC1(Cc2ccc3c(c2)OCO3)CCC(=O)N1)NCc1cc2cc(F)ccc2[nH]1 (stereo not given)
  A: 7	B: 10	C: 0.6	D: 0.0

SMILES: CCn1c(=N)n(CC(O)c2ccco2)c2ccccc21 (stereo not given)
  A: -7	B: 7	C: 0.0	D: -0.1

SMILES: CCOc1ccc(-c2c(C#N)c(N)nc3sc(C(=O)c4ccccc4)c(N)c23)cc1
  A: 12	B: 2	C: 0.1	D: 0.0

SMILES: O=C(CC(=O)Nc1cccc(Cl)c1)N/N=C\c1ccc2c(c1)OCO2
  A: -1	B: -9	C: 4.2	D: -0.1

SMILES: Cc1noc(C)c1S(=O)(=O)NCCc1csc2nc(-c3ccc(F)cc3)nn12
  A: 3	B: 6	C: -2.2	D: 0.0

SMILES: COc1ccc(Cl)cc1Nc1nc2ccccc2n2c(C)nnc12
  A: -14	B: -4	C: -0.1	D: -0.2

SMILES: CCOC(=O)c1oc2ccccc2c1NC(=O)COc1cccc(OC)c1
  A: 3	B: 0	C: -0.4	D: -0.3

SMILES: Cc1ccc(NC(=O)CN(C)S(=O)(=O)c2ccc3nc(-c4ccccc4)[nH]c3c2)cc1C
  A: 7	B: 9	C: -2.1	D: -0.1

SMILES: CC(=O)c1ccc(NC(=O)CSc2nnc(NC(=O)Cc3ccc(F)cc3)s2)cc1
  A: 10	B: 10	C: -0.3	D: 0.2

SMILES: O=C(Nc1ccc2oc(-c3cccc(I)c3)nc2c1)c1cccc2c(Br)cccc12
  A: 23	B: -4	C: -0.9	D: 0.5

SMILES: CCOc1cc(CNCCCN2CCOCC2)cc(Cl)c1OCC(=O)NC(C)(C)C
  A: 8	B: 15	C: -1.6	D: 0.3

SMILES: Cc1ccnc(N2CCC(C(=O)Nc3ccc(Oc4ccccc4)cc3)CC2)n1
  A: -1	B: 2	C: 0.1	D: 0.0

SMILES: CCOC(=O)c1c(NC(=O)c2cccc(S(=O)(=O)N3CCOCC3)c2)sc(C(C)=O)c1C
  A: 5	B: 4	C: -0.4	D: 0.1

SMILES: CC(C)Nc1nnc(SCc2cc([N+](=O)[O-])cc3c2OCOC3)s1
  A: 21	B: -7	C: -2.4	D: 0.7

# The results go on:
# Key to letters – A = MITF primary; B = TEAD-YAP inh; C = GPR151 activ; D = FBW7 act
SMILES: Cc1nc(S(=O)(=O)c2ccccc2)c(N(C)C)o1
  A: 18	B: -3	C: -1.7	D: 0.3

SMILES: CC(=O)Oc1cc2oc(=O)c3c(c2cc1Cl)CCC3
  A: -6	B: -7	C: -0.3	D: -0.2

SMILES: O=C1c2cccc3c([N+](=O)[O-])ccc(c23)C(=O)N1/N=C/c1cccc([N+](=O)[O-])c1
  A: -12	B: 4	C: 0.5	D: 0.2

SMILES: Cc1ccccc1C(=O)Nc1sc2c(c1C(=O)Nc1cccc3ccccc13)CCCC2
  A: -7	B: 1	C: 1.7	D: -0.1

SMILES: CCOC(=O)c1cc(NC(=O)Cc2cccs2)cc(C(=O)OCC)c1
  A: 4	B: 9	C: 0.9	D: 0.0

SMILES: O=C(Cc1cccs1)N/N=C\c1ccc(Cl)c(Cl)c1
  A: -10	B: -15	C: 1.7	D: 0.1

SMILES: Cc1ccc(C(C)NC(=O)c2cccs2)cc1C (stereo not given)
  A: -12	B: 3	C: 0.2	D: 0.0

SMILES: O=C(O)/C=C/c1ccc(OCc2ccc(F)cc2)cc1
  A: -24	B: -1	C: -5.2	D: 0.0

SMILES: CCCNc1nc(-c2ccc(C(=O)N3CCN(C)CC3)cc2)nc2c1ncn2Cc1ccc(C(F)(F)F)cc1
  A: 13	B: -22	C: -1.2	D: 0.3

SMILES: O=C(CCNC(=O)NC12CC3CC(CC(C3)C1)C2)Nc1ccc(-n2cnnn2)cc1
  A: -6	B: 2	C: -1.1	D: -0.1

# Full records as entered above. Values in the order: MITF primary, TEAD-YAP inh, GPR151 activ, FBW7 act
# `CCOC(=O)c1c(N)sc2c1CCC(C(C)(C)C)C2` (stereo not given) in the list: 4, 4, -1.4, 0.1
# `CCCNc1nc(-c2ccc(C(=O)N3CCN(C)CC3)cc2)nc2c1ncn2Cc1ccc(C(F)(F)F)cc1` in the list: 13, -22, -1.2, 0.3
# `Cc1ccc(-c2c(C(=O)O)c3ccccc3[nH]c2=O)cc1` in the list: -8, 7, -0.4, 0.0
# `CC(=O)N1C(C(=O)O)CSC1c1ccc(Cl)cc1` (stereo not given) in the list: -4, -7, 1.2, 0.1

# Additional entries.
# Key to letters – A = MITF primary; B = TEAD-YAP inh; C = GPR151 activ; D = FBW7 act
SMILES: COc1cccc(/C=C2\N=C(c3cc(OC)c(OC)c(OC)c3)OC2=O)c1
  A: 8	B: 3	C: 1.3	D: 0.5

SMILES: O=C(O)/C(=C\c1ccc(Cl)cc1)NC(=O)c1ccccc1Cl
  A: 5	B: 0	C: 1.9	D: 0.4

SMILES: Cc1ccc(S(=O)(=O)N2CC(O)C[C@H]2C(=O)OCC(=O)c2ccccc2)cc1 (stereo not given in full)
  A: -6	B: 17	C: 0.3	D: 0.0

SMILES: NC1=NC(=O)/C(=C/c2cc(Br)ccc2OCc2ccc(Cl)cc2Cl)S1
  A: 6	B: 6	C: -0.4	D: 0.0

SMILES: O=C(COc1ccc(Cl)cc1Cl)Nc1ccc(OC(F)(F)F)cc1
  A: -1	B: 3	C: -0.1	D: -0.2

SMILES: CCOc1ccc(NC(=O)C2c3ccccc3Oc3ccccc32)cc1
  A: -7	B: 0	C: 1.5	D: 0.0

SMILES: c1cnc(N2CCN(c3ccc4cccc(-c5cncnc5)c4n3)CC2)nc1
  A: 15	B: -14	C: -0.6	D: 0.2

SMILES: Cc1ccc(SCCNCC(C)O)cc1 (stereo not given)
  A: 47	B: -6	C: 0.3	D: 0.1

SMILES: CCOc1cc(C2Nc3ccccc3-c3nnc(SC)nc3O2)cc(Cl)c1O (stereo not given)
  A: 14	B: 5	C: -0.4	D: 0.4

SMILES: CCCC(=O)Oc1c(Cl)cc(N(C(=O)CCC)S(=O)(=O)c2ccc(C)cc2)c2ccccc12
  A: 6	B: -3	C: -0.1	D: -0.1

SMILES: C(CN1CCOCCOCCOCC1)CN1CCOCCOCCOCC1
  A: 13	B: 6	C: -1.3	D: 0.0

SMILES: COC(=O)CCC(=O)Nc1sc(Cc2ccccc2)c(C)c1C(=O)OC
  A: 13	B: -4	C: 2.2	D: 0.2

SMILES: Cc1c(Cl)ccc2sc(NC(=O)c3cccc(N4C(=O)CCC4=O)c3)nc12
  A: -22	B: 4	C: 1.7	D: -0.1

SMILES: CSCC[C@H](NC(=O)COc1ccccc1Cl)c1nc2ccccc2[nH]1
  A: 20	B: 0	C: -1.9	D: 0.2

SMILES: CCc1ccc(/C=N/NC(=O)C(=O)NC2CC2)cc1
  A: -13	B: -24	C: 0.3	D: 0.2

# From PubChem BioAssay
